VHR inh abs = inhibitors of human VHR1 phosphatase (DUSP3); P51452; recombinant VHR phosphatase, pNPP absorbance; inhibition, % at 13.3 µM; 290,000 compounds, 0.52% hits; AID 1654; in the data active = inhibition above about 50%; also: some compounds called inactive have numbers as strong as hits
Target sequence (P51452 whole entry, looked up): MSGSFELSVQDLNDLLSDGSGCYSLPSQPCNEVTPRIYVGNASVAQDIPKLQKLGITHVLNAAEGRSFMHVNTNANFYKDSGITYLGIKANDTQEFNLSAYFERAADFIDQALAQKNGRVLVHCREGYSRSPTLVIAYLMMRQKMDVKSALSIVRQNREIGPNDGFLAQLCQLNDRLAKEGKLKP
MazF activator = MazEF (E. coli) toxin RNase activation; 350,000 compounds, 0.32% hits; P0AE70; AID 504720; activation, % at 20 µM; FAM/BHQ RNA-DNA oligo cleavage fluorescence, 5 h; in the data active = activation above about 50%
Target sequence (P0AE70 whole entry, looked up): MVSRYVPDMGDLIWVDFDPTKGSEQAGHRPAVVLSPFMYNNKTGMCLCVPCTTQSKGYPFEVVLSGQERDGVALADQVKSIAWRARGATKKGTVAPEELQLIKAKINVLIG
Mtb UGM inh = Mtb UDP-galactopyranose mutase inhibition | inhibition, % at 10 µM | purified UGM, fluorescence polarization probe displacement | P9WIQ1 | 320,000 compounds, 0.06% hits | AID 504406; in the data active = inhibition above about 10%, passing the limit was not always enough; inconclusive = no clear call, values can overlap the other calls
CCHF vOTU inh = blocks the CCHF virus ovarian tumor domain protease. CCHFV vOTU protease, Pep-AMC fluorescence. inhibition, % at 11.5 µM. 370,000 compounds, 0.55% hits; also: 0% = vehicle wells with enzyme and 100% = no enzyme wells
FBA Mtb inh = inhibits M. tuberculosis FBA enzyme; purified M. tuberculosis FBA, fluorescence read-out; inhibition, % at 1 µM; 360,000 compounds, 2.3% hits; AID 588726; in the data active = inhibition above about 27%;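 also: 0% = vehicle and 100% = reference inhibitor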
Rv3671c inh = inhibitors of M. tuberculosis serine protease Rv3671c; AID 2606; inhibition, % at 5.96 µM; 320,000 compounds, 0.048% hits; in the data active = inhibition above about 38%;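 also: extracellular domain of Rv3671c used as enzyme; 0% = enzyme with DMSO and 100% = no enzyme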
Target sequence (P9WHR9 whole entry, looked up, the tested form may be a part): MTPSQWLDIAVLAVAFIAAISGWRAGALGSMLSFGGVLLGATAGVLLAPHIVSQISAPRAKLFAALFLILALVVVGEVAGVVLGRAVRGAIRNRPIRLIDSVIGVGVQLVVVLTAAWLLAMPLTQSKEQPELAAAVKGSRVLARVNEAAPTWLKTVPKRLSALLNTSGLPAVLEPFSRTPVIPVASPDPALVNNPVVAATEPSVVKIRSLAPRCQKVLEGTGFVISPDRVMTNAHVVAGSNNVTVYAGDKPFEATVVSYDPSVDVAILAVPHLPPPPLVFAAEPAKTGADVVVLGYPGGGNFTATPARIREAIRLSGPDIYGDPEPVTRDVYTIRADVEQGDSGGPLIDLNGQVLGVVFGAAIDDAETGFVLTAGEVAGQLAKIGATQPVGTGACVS
Mtb BioA inh = inhibitors of Mycobacterium tuberculosis BioA enzyme. purified M. tuberculosis BioA enzyme, plate reader. inhibition, % at 9.99 µM. 360,000 compounds, 0.096% hits; in the data active = inhibition above about 40%; inconclusive = no clear call, values can overlap the other calls
GDH-TPI inh = counter-screen for M. tuberculosis FBA inhibitors: GDH-TPI coupled enzymes; GDH-TPI coupled enzyme counterscreen, NADH absorbance; inhibition, % at 4.8 µM; 360,000 compounds, 1.2% hits; AID 588335;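 also: 0% = DMSO wells and 100% = wells lacking the enzyme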
FadD28 binding = inhibitors of Mycobacterium tuberculosis FadD28 bisubstrate binding | AID 588549 | 360,000 compounds, 0.22% hits | inhibition, % at 12.5 µM | FadD28 bisubstrate probe binding, fluorescence polarization; in the data active = inhibition above about 8.5%, passing the limit was not always enough; inconclusive = no clear call, values can overlap the other calls
BoNT F protease = BoNT F light chain protease inhibition; inhibition, % at 10 µM; 360,000 compounds, 0.22% hits; Multiplex microsphere protease cleavage assay, flow cytometry; in the data active = inhibition above about 35%, passing the limit was not always enough; inconclusive = no clear call, values can overlap the other calls; also: plate controls were buffer without enzyme for full effect and enzyme alone for no effect
* marks the source's active call; other numbers are inactive results; ? = inconclusive; · = not tested or not shown. Rule as the data show it, unless noted: active = inhibition above about 30%; inactive = the rest.

SMILES	Mtb BioA inh	CCHF vOTU inh	GDH-TPI inh	BoNT F protease	FadD28 binding	FBA Mtb inh	MazF activator	VHR inh abs	Rv3671c inh	Mtb UGM inh
C=C(C)CN1C(=O)C(=O)N(CC(=C)C)C1=O	·	-3	·	·	·	·	13	13	-4	-1.6
Cc1cc(=O)[nH]c(SCc2cccc3cccnc23)n1	-1.1	7	-5	2	-0.8	1	8	17	0	1.1
CCOC(=O)C1=C(c2ccccc2)NC(=S)NC1c1ccc(C)c([N+](=O)[O-])c1 (configuration not stated)	·	-3	11	3	0.4	2	6	12	-2	-2.2
Cc1ccc(C(=O)C(C)OC(=O)c2ccc(Cl)nc2)cc1 (configuration not stated)	0.7	12	-5	-4	-0.4	-2	4	·	13	-0.4
CC(=O)n1cc(N(C(=O)CCl)c2ccc(C)cc2)c2ccccc21	-1.0	2	-5	·	-2.9	3	1	30	-3	-1.1
NC(=O)NC(=O)COC(=O)CNS(=O)(=O)c1ccc(F)c(F)c1F	0.8	-22	-5	-11	-5.0	0	13	12	5	-1.4
CCCN1CCN(CC(=O)NCC(=O)Nc2cccc(C)c2C)CC1	-1.4	4	-1	3	-0.4	-2	-1	·	·	·
Cc1ccc(-c2nc(CS(=O)CC(=O)NC(C)CCc3ccccc3)c(C)o2)cc1 (configuration not stated)	2.3	26	-4	1	-2.9	1	-9	8	-9	2.3
CCC(C)(C)C1CCc2[nH]nc(C(=O)NCc3ccc(OC)cc3)c2C1 (configuration not stated)	-0.3	1	-4	2	-3.2	-2	3	·	-6	-1.5
COCCCNC(=O)CN(c1cccc(Cl)c1)S(C)(=O)=O	0.7	1	6	-1	-0.2	-1	-2	-11	-2	2.4
CC(C)=C1C2CCC1C1C(=O)N(c3nc(-c4ccc(C(C)C)cc4)c(C)s3)C(=O)C21 (configuration not stated)	3.0	22	-5	?	-2.4	1	-2	14	3	-1.2
O=C(NC(Cc1ccc(O)cc1)C(=O)N=Nc1c(O)[nH]c2ccccc12)c1ccccc1 (configuration not stated)	·	8	18	-5	-0.4	-2	5	·	·	·
CC(C)CN1CCN(Cc2ccccc2C(F)(F)F)CC1CCO (configuration not stated)	·	2	2	-8	-4.6	-2	-3	30	-3	-0.2
Cn1c(CSCc2ccc(F)cc2)nnc1SCC(=O)N1CCN(c2ccccc2)CC1	2.3	0	-8	-3	-1.8	1	-1	7	-6	-1.7
COc1ccc(C(=O)NCCN2CCOCC2)cc1S(=O)(=O)Nc1ccc(C)cc1	0.3	-8	3	2	-0.8	-1	-9	·	-1	1.1
CCOC(=O)C1(Cc2ccccc2Cl)CCN(C(=O)CCn2ccnc2C)CC1	-3.4	14	7	4	-0.9	1	5	16	0	-0.9
O=c1c2c(-c3ccc([N+](=O)[O-])cc3)csc2nc2n1CCCCC2	·	-11	11	0	-4.6	2	-7	39	-4	2.1
O=C(NCc1ccon1)c1ccc(OC2CCN(CCc3ccccc3)CC2)cc1	4.2	-12	0	2	0.6	-1	-12	4	7	1.9
CC(C(=O)NC1CCCC1)N(C(=O)c1ccc(-c2ccccc2)[nH]1)c1ccccc1F (configuration not stated)	1.1	13	9	-6	-1.9	4	-3	13	-4	-1.5
O=c1c2cc(N3CCOCC3)ccc2[nH]c(=S)n1Cc1ccccc1Cl	·	-16	9	-3	-2.5	3	8	3	0	-0.7
CC(C)c1ccc(NC(=O)COC(=O)C2CCCCC2)cc1	0.3	13	9	0	-2.5	-2	3	·	-2	2.5
O=[n+]1c2c(n([O-])c3cc(Br)ccc31)CCC2	5.3	6	23	-1	-0.6	3	10	18	3	0.8
COc1ccc(CCNC(=O)c2cccc(S(=O)(=O)N3CCCC3)c2)cc1	-0.2	-3	5	10	-2.6	0	3	·	·	·
O=C(Nc1ccnn1C1CCN(Cc2ccc(OC(F)F)cc2)CC1)C1CCCC1	-0.8	-6	3	-10	-1.9	-1	-4	2	9	-2.8
O=C(CNC(=O)c1ccc(S(=O)(=O)N2CCCC2)cc1)N/N=C/c1ccccc1	-2.7	-2	10	-7	-0.6	-2	1	-13	3	4.3
CC1(C)CC2CC(C)(CN2C(=O)COC(=O)c2ccc(O)cc2O)C1 (configuration not stated)	-0.4	12	-4	·	-2.9	1	-1	·	2	-1.8
CCCOc1ccc(/C(O)=C2/C(=O)C(=O)N(CCN(C)C)C2c2ccc(O)c(OC)c2)cc1 (configuration not stated)	·	·	6	6	-1.3	2	-10	44	·	·
O=C(COc1cc2oc(=O)c3c(c2cc1Cl)CCC3)NCc1ccncc1	·	7	21	-3	-0.1	7	14	18	4	-0.5
COc1ccc(CN2C(=O)NC3(CCCCCC3)C2=O)cc1F	0.5	2	-2	0	-4.7	-3	-4	14	-1	-0.8
Cc1nnc(NCc2ccco2)c2ccccc12	2.4	-2	2	-1	-2.6	-3	7	-4	-7	0.8
Cc1cccc(-n2c(C)cc(C(=O)NC3CCCCC3)c2C)c1	1.5	1	2	-3	-0.8	-2	3	33	-5	0.3
COc1ccc2cc(CN(Cc3cccs3)Cc3nnnn3Cc3ccccc3)c(=O)[nH]c2c1	0.0	6	15	-3	-7.5	7	-7	39	-22	-1.6
CC(OC(=O)c1nc(Cl)ccc1Cl)C(=O)NCc1ccccc1 (configuration not stated)	-1.7	-2	4	-8	-2.5	-3	-1	·	·	·
COc1ccccc1C(C)NC(=O)Cc1ccsc1 (configuration not stated)	-0.5	-2	7	-6	0.2	-4	7	-29	7	-0.9
CSc1nc(=NC(C)=O)ss1	-0.9	-2	-8	-6	-3.2	4	-2	-2	3	-0.6
COc1cccc(-c2nnc(SCc3nc4ccccc4[nH]3)n2N)c1	·	-13	10	-10	-2.8	0	3	36	-9	-2.1
CCNC(=O)NC(=O)C(C)N1C(=O)NC(c2ccccc2)(c2ccccc2)C1=O (configuration not stated)	-0.3	12	-5	0	-2.5	-2	-2	55*	-2	0.0
Cn1c(N)c(C(=O)COC(=O)/C=C/c2ccccc2Cl)c(=O)n(C)c1=O	-0.6	-16	-4	-1	-2.7	0	1	·	-5	-2.7
C/C(=N\Nc1nc(-c2ccc(C)cc2C)cs1)c1cc2ccccc2oc1=O	·	-12	6	-7	0.6	6	-12	-8	5	-0.6
CCOCCCNC(c1ccccc1)c1ccncc1 (configuration not stated)	-0.3	-3	-7	?	-0.6	0	7	20	·	1.4

3 structures already listed, ordered by heavy-atom count, lowest first.
SMILES	Mtb BioA inh	CCHF vOTU inh	GDH-TPI inh	BoNT F protease	FadD28 binding	FBA Mtb inh	MazF activator	VHR inh abs	Rv3671c inh	Mtb UGM inh
CSc1nc(=NC(C)=O)ss1	-0.9	-2	-8	-6	-3.2	4	-2	-2	3	-0.6
Cc1cccc(-n2c(C)cc(C(=O)NC3CCCCC3)c2C)c1	1.5	1	2	-3	-0.8	-2	3	33	-5	0.3
CCNC(=O)NC(=O)C(C)N1C(=O)NC(c2ccccc2)(c2ccccc2)C1=O (configuration not stated)	-0.3	12	-5	0	-2.5	-2	-2	55*	-2	0.0

Next records follow.
SMILES	Mtb BioA inh	CCHF vOTU inh	GDH-TPI inh	BoNT F protease	FadD28 binding	FBA Mtb inh	MazF activator	VHR inh abs	Rv3671c inh	Mtb UGM inh
CCN(CC)CCn1c(=S)[nH]c2cc(C(=O)NCCc3ccc(OC)c(OC)c3)ccc2c1=O	-0.4	6	3	3	-1.6	0	12	·	·	·
COC(=O)c1cn(-c2ccccc2)nc1-c1cccnc1	-0.9	13	-1	-8	-3.9	-1	5	25	-6	1.6
CSc1ccccc1NC(=O)c1ccc2c(c1)CCN2S(C)(=O)=O	0.8	12	6	12	-2.4	3	2	-8	0	-1.2
COC(=O)c1sccc1S(=O)(=O)Nc1ccc(C(O)(C(F)(F)F)C(F)(F)F)cc1	-0.1	10	-1	1	-25	-3	·	·	·	·
O=C(N/N=C/C1CC2CCC1C2)c1ccc2c(c1)OCO2 (configuration not stated)	·	12	1	-21	-0.5	-1	14	-11	2	0.0
O=C(CNC(=O)c1ccccc1Cl)NCCc1cccs1	-2.3	7	9	-6	-1.8	3	1	·	0	-0.1
CC(C)(C)c1nc(S(=O)(=O)c2ccc(Cl)cc2)c(N2CCOCC2)o1	2.0	-5	-1	-10	-3.7	3	12	6	2	-1.3
CCOC(=O)c1ccc2ncc(C(=O)OCC)c(NCCN3CCOCC3)c2c1	-1.2	1	8	7	-5.3	3	7	4	1	1.8
Nc1[nH]c(N=NC(=O)c2ccc(F)cc2)c2ccccc12	·	-2	33*	2	-6.3	-2	6	4	2	-1.0
O=C(Nc1ccccc1)Nc1ccccc1C(=O)NCc1ccco1	5.6	-4	-3	-14	-0.2	1	-1	6	-2	2.7
CN(C)CC(C)(C)CNCc1cc(=O)oc2ccc3ccccc3c12	1.4	9	-7	-11	-1.1	-4	-1	12	-7	2.1

Of the compounds above, these have fluorine.
SMILES	Mtb BioA inh	CCHF vOTU inh	GDH-TPI inh	BoNT F protease	FadD28 binding	FBA Mtb inh	MazF activator	VHR inh abs	Rv3671c inh	Mtb UGM inh
NC(=O)NC(=O)COC(=O)CNS(=O)(=O)c1ccc(F)c(F)c1F	0.8	-22	-5	-11	-5.0	0	13	12	5	-1.4
CC(C)CN1CCN(Cc2ccccc2C(F)(F)F)CC1CCO (configuration not stated)	·	2	2	-8	-4.6	-2	-3	30	-3	-0.2
Cn1c(CSCc2ccc(F)cc2)nnc1SCC(=O)N1CCN(c2ccccc2)CC1	2.3	0	-8	-3	-1.8	1	-1	7	-6	-1.7
CC(C(=O)NC1CCCC1)N(C(=O)c1ccc(-c2ccccc2)[nH]1)c1ccccc1F (configuration not stated)	1.1	13	9	-6	-1.9	4	-3	13	-4	-1.5
O=C(Nc1ccnn1C1CCN(Cc2ccc(OC(F)F)cc2)CC1)C1CCCC1	-0.8	-6	3	-10	-1.9	-1	-4	2	9	-2.8
COc1ccc(CN2C(=O)NC3(CCCCCC3)C2=O)cc1F	0.5	2	-2	0	-4.7	-3	-4	14	-1	-0.8
COC(=O)c1sccc1S(=O)(=O)Nc1ccc(C(O)(C(F)(F)F)C(F)(F)F)cc1	-0.1	10	-1	1	-25	-3	·	·	·	·
Nc1[nH]c(N=NC(=O)c2ccc(F)cc2)c2ccccc12	·	-2	33*	2	-6.3	-2	6	4	2	-1.0

Source: PubChem (several laboratories)
